Compound activity deposited in PubChem by several laboratories.
Bim-Mcl-1: inhibitors of Bim-Mcl-1 interaction, human | 190,000 compounds, 0.1% hits | inhibition, % at 10 µM | Bead-based flow cytometry, Bim peptide-Mcl-1 binding | AID 1009; in the data active = inhibition above about 40%;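 note: 0% = no compound tracer wells and 100% = peptide blocker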
Target sequence (Q07820 whole entry, looked up): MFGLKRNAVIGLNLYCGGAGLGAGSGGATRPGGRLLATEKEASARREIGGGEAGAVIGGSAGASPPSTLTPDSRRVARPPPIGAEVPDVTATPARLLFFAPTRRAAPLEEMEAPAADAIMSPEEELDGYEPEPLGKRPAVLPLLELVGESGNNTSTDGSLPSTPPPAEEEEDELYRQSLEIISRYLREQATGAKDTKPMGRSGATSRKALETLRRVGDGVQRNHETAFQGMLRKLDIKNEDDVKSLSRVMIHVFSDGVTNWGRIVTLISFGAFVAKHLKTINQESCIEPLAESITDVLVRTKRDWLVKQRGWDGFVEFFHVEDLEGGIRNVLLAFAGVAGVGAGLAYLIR
RGS8-Gao: modulates binding of RGS8 to human Galphao; P09471; multiplexed bead flow cytometry; actives lie on both sides; response (percent of control binding), % at 10 µM; 220,000 compounds, 0.34% hits; AID 1423; in the data active = response below about 60% or above about 140%; inactive = in between;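 note: Galphao activated as the GDP aluminium fluoride complex binding bead-coupled RGS8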
Target sequence (P09471 whole entry, looked up): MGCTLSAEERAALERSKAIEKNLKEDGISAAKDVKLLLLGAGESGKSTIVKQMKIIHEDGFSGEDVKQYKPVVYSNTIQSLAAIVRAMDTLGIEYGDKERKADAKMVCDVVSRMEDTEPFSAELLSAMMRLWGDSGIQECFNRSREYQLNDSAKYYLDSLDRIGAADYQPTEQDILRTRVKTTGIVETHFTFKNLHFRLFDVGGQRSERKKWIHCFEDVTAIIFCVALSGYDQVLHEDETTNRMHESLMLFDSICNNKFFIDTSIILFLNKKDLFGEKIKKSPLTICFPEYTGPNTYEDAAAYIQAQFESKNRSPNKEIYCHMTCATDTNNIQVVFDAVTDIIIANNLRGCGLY
Mcl1 Noxa PPI: disrupts binding of human Mcl-1 to Noxa peptide | 220,000 compounds, 1.5% hits | inhibition, % at 21.7 µM | Q07820 | TR-FRET Mcl-1/Noxa peptide binding, 2 h;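 active = compounds that cut the protein-peptide binding signal by more than 50% relative to plate controls in a single-dose test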;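 note: His-tagged Mcl-1 with rhodamine Noxa BH3 peptide and terbium anti-His antibody; 0% = Mcl-1 plus Noxa peptide wells and 100% = peptide-only wells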
Rab7 wt modul: modulators of GTP binding to dog Rab7 wildtype GTPase | GST-Rab7 beads, fluorescent GTP binding, flow cytometry; actives lie on both sides; untreated = 100%, excess cold GTP = 0% | GTP binding activity (percent of control), % at 10 µM | 190,000 compounds, 0.055% hits | AID 758;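 active = fluorescent GTP binding to Rab7 beads changed by at least 20 points from the 100% baseline, either direction, mostly lower; inconclusive = compound itself probably fluorescent, or too few beads counted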;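 note: median green fluorescence of bound Bodipy-FL-GTP per Rab7 bead population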
Pf gamet viab: inhibitors of late stage P. falciparum gametocyte viability; P. falciparum stage V gametocytes, ATP luminescence, 24 h; inhibition, % at 10.9 µM; 150,000 compounds, 0.065% hits; AID 743093;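 active = inhibition above the mean plus 3 SD of compounds within the control limits, set per campaign, cut at about 38% in these data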;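 note: 0% = DMSO wells and 100% = medium only without gametocytes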
Cdc42 wt GTP: human Cdc42 wildtype GTP binding change, either direction. P60953. GST-Cdc42 beads, Bodipy-GTP binding, flow cytometry; actives lie on both sides. percent activity (GTP binding), % at 10 µM. 190,000 compounds, 0.2% hits. AID 761;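 active = percent activity GTP binding at least 20 points away from the 100% baseline, either down as inhibitor or up as activator; inconclusive = compound flagged as likely green fluorescent from well-wide comparison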;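 note: median bead fluorescence of bound Bodipy-FL-GTP at 100 nM; 0% = excess unlabeled GTP control and 100% = no compound control; below 100% means less GTP binding so inhibitor and above means activator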
Rac1 wt GTP bind: modulators of human Rac1 wildtype GTP binding; GST-Rac1 beads, fluorescent GTP binding, flow cytometry; actives lie on both sides; 0 = cold GTP competed, 100 = untreated; 190,000 compounds, 0.27% hits; GTP binding activity (% of control), % at 10 µM; AID 757;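 active = GTP binding activity at least 20 points away from the 100% control level, either lower or higher; inconclusive = compound flagged as likely green fluorescent, judged across all proteins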
Rac1 mut GTP: alters GTP binding to activated mutant human Rac1 | P63000 | 190,000 compounds, 0.11% hits | percent activity (GTP binding), % at 10 µM | AID 764 | GST-Rac1 activated beads, fluorescent GTP binding, flow cytometry; actives lie on both sides; 100% means binding = to untreated wells;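 active = GTP binding at least 20 percentage points away from the 100% baseline, in either direction, so actives lie on both sides; inconclusive = Compound likely fluorescent itself, or too few beads counted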
HRas wt GTP: human HRas wildtype GTP binding, change in either direction; GTP binding activity, % at 10 µM; GST-Ras wt beads, Bodipy-FL-GTP binding, flow cytometry; actives lie on both sides; 190,000 compounds, 0.14% hits;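 active = GTP binding activity at least 20% away from the 100% baseline, either lowered as inhibitor or raised as activator; inconclusive = flagged as likely green fluorescent, judged across all proteins in the well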;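 note: 0% = unlabeled GTP competition control and 100% = no-compound control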
Target sequence (P01112 whole entry, looked up): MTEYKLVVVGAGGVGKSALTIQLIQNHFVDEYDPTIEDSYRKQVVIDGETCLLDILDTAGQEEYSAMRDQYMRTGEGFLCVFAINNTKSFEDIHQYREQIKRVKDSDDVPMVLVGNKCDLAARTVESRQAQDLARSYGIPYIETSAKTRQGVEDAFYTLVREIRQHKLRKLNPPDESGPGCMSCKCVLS
Mcl1-Bid inh: Mcl-1/Bid interaction inhibition. Q07820. TR-FRET Mcl-1/Bid-Dy647 peptide binding, 1536-well. inhibition, % at 21.7 µM. 220,000 compounds, 0.97% hits;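 active = compounds that cut the binding signal by more than half at the single screening dose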;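 note: His-tagged Mcl-1 with europium anti-His antibody binding Bid BH3 peptide; 0% = Mcl-1 plus peptide wells and 100% = peptide-only wells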
Rab2A wt mod: changes GTP binding to wildtype dog Rab2A, up or down; GST-Rab2 wt beads, Bodipy-GTP binding, flow cytometry; GTP binding activity, % at 10 µM; 190,000 compounds, 0.19% hits;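 active = GTP binding activity at least 20 points away from 100%, either lowered or raised; inconclusive = signal likely due to the compound's own green fluorescence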;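 note: 0% = beads with excess unlabeled GTP and 100% = no-compound control corrected for plate trend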
Starred values were filed as active, the others as inactive; ? = inconclusive; . = no result given.

smiles,Bim-Mcl-1,RGS8-Gao,Mcl1 Noxa PPI,Rab7 wt modul,Pf gamet viab,Cdc42 wt GTP,Rac1 wt GTP bind,Rac1 mut GTP,HRas wt GTP,Mcl1-Bid inh,Rab2A wt mod
NC(=S)Nc1nc2ccccc2[nH]c1=O,7,98,42,93,.,94,91,96,93,-26,92
Cc1cc(C)c(C(=O)c2ccc(C(=O)NC(C)(C)C)cc2)c(C)c1,-3,99,0,96,.,101,107,100,101,5,104
O=C1CC(c2ccccc2)CC(=O)C1Sc1ccc(Cl)cc1 (stereo not given),-6,105,5,103,-1,93,97,95,98,-6,98
CCn1c(SCc2ccc(C#N)cc2)nnc1-c1cccc(Cl)c1,-2,100,.,?,-31,?,?,?,?,-18,?
COc1ccc(CCC(=O)NCCCNC(=O)CCc2ccc(OC)cc2)cc1,0,102,8,101,-15,106,106,103,105,-19,103
CCOC(=O)C(C)Sc1nc2c(cnn2-c2ccc(C)cc2)c(=O)[nH]1 (stereo not given),-2,105,17,102,.,101,99,96,98,17,98
COc1ccc(CC(=O)N2CCC(Nc3nc4ccccc4n3Cc3ccc(F)cc3)CC2)cc1,2,109,18,90,.,90,89,89,91,15,91
COc1cccc(CNC(=O)CCC2CCCN(C(=O)CCn3cncn3)C2)c1 (stereo not given),2,100,6,102,17,100,100,98,97,-44,99
O=C(NCC1CCCO1)C(c1ccc(F)cc1)N(Cc1ccc2c(c1)OCO2)C(=O)c1ccc(CN2CCOCC2)o1 (stereo not given),-1,100,-7,98,0,97,102,96,98,-17,96
CCCCC(=O)Nc1ncc([N+](=O)[O-])s1,0,99,7,108,-2,100,102,96,98,-5,101
O=c1ccn(-c2cccc(C(F)(F)F)c2)nc1-c1ccn(-c2ccccc2)n1,0,100,-2,106,.,104,104,99,105,-5,103
CCC(=O)N1CCc2cc(S(=O)(=O)CCC(=O)NCCc3ccc(OC)c(OC)c3)ccc21,-1,100,-25,103,-9,106,107,99,102,-23,101
CCCS(=O)(=O)N1CCN(C(=O)c2cccc(OC)c2)CC1,0,103,0,103,.,104,107,101,103,-1,102
CC12CCCc3c(O)cc(=O)n(c31)-c1ccccc12 (stereo not given),3,105,-19,95,-2,94,100,99,99,-68,98
Cc1ccc(NC(=O)CCN2CCc3ccccc3C2)cc1,-7,100,4,102,.,99,98,98,102,5,100
CCN(CC)CCNC(=O)c1cccc(NC(=O)C(=O)c2cc(Br)ccc2NC(C)=O)c1,3,106,-6,99,11,94,96,96,95,-24,96
COc1ccc(CCn2c(N)c(C#N)c3nc4ccccc4nc32)cc1OC,5,100,4,?,11,?,?,?,?,-14,?
C=CCc1c(C)nc(-c2ccccc2)nc1Nc1ccc(O)cc1,0,101,9,99,.,105,105,106,102,-76,102
CN1CCN(S(=O)(=O)c2cccc(C(=O)Nc3sc4c(c3C(N)=O)CCCC4)c2)CC1,4,100,31,85,21,79*,72*,87,80,-34,77*
O=C(c1ccc(Br)cc1)N1CCCC(c2nc(-c3cccs3)no2)C1 (stereo not given),0,101,-2,102,2,98,99,96,98,-1,97
O=C(O)/C(=C/c1cccnc1)NC(=O)c1ccccc1,-2,97,11,103,-28,99,100,98,101,-14,101
CS(=O)(=O)N1CCN(C(=O)c2csc3ccccc23)CC1,-4,102,8,100,.,98,98,96,98,-9,98
C/C(N)=C(/C#N)C(=O)CSc1nc2scc(-c3ccccc3)c2c(=O)n1C,-4,96,5,93,1,92,100,96,93,-4,92
CCOC(=O)c1cc(-c2ccc(N3CCOCC3)cc2)nn1-c1ccccc1,-2,100,8,104,-12,103,105,100,103,-17,103
CN(C)c1ccnc2sc3c(=O)n(-c4ccccc4)cnc3c12,-6,103,4,102,-17,98,103,96,98,6,101
CCCn1nnc(NC(=O)COc2ccccc2Cl)n1,5,96,-7,96,.,102,100,96,98,-30,95
CC(OC(=O)c1ccc(F)cc1)C(=O)Nc1nc(-c2cccc([N+](=O)[O-])c2)cs1 (stereo not given),11,117,0,97,-11,97,99,96,98,-23,97
O=C1NC(c2ccc(Br)cc2)=N/C1=C/c1ccco1,-4,101,26,100,1,105,102,98,100,33,100
OC(COc1ccc(OCC(O)CN2CCCCCC2)cc1)CN1CCCCCC1 (stereo not given),-2,102,10,106,.,101,113,102,102,-3,107
COc1ccc(OC)c(S(=O)(=O)Nc2cccc(C(C)=O)c2)c1,0,99,11,101,.,102,105,101,101,-29,97
O=C(Nc1nnc(C2=COCCO2)o1)c1ccc(Cc2ccccc2)cc1,2,104,-33,91,18,99,92,93,95,-86,93
Cc1nn(C)c(C)c1S(=O)(=O)N(CC(=O)N1CCc2ccccc2C1)c1ccc(C(C)C)cc1,0,102,14,99,.,95,96,97,97,10,95
O=C(N/C=N/OCc1ccc(Cl)cc1Cl)NOCc1ncc(C(F)(F)F)cc1Cl,0,106,2,97,.,106,105,100,106,8,107
O=C(N/N=C/c1ccc(F)cc1)c1ccc(Br)cc1,-3,103,-6,99,.,100,100,98,98,6,95
CCOC(=O)/C=c1\s/c(=C\c2ccccc2C)c(=O)n1CC(=O)NCc1ccc2c(c1)OCO2,-2,99,3,95,-42,98,101,95,97,-9,95
C=CCSc1nc(Oc2ccccc2)c2sccc2n1,0,98,-5,102,-1,100,99,98,99,14,99
Cc1cccc(N(CC(=O)Nc2ccc(F)cc2)S(C)(=O)=O)c1,-2,100,18,98,-2,104,104,100,100,-24,99
C=CCNC(=O)c1ccccc1NS(=O)(=O)c1ccccc1,0,102,37,99,.,104,100,100,104,2,103
O=C(Nc1ncc(S(=O)(=O)c2ccc([N+](=O)[O-])cc2)s1)c1ccc2ccccc2c1,-3,102,22,98,-15,99,102,98,100,-10,97
FCCCOc1ccc(/C=N/OCc2ccc(Cl)cc2)cc1,1,101,15,94,.,99,100,96,99,-10,97
O=C(NCc1ccc2c(c1)OCO2)C1CCCN(S(=O)(=O)c2cccc3cccnc23)C1 (stereo not given),-1,95,10,100,.,98,101,100,97,-14,98
CCOC(=O)c1c(-c2ccc(F)cc2)cn2ccccc12,-3,101,-2,91,-27,99,96,95,95,-10,95
CCOc1ccc(-n2c(-c3ccco3)n[nH]c2=S)cc1,0,94,11,?,.,?,?,?,?,-27,?
O=C(CN1C(=O)NC(Cc2c[nH]c3ccccc23)C1=O)Nc1cccc(S(=O)(=O)N2CCCCCC2)c1 (stereo not given),-4,103,-1,97,.,97,99,103,100,-28,98
COCCNCC(=O)NCC12CC3CC(CC(C3)C1)C2,0,101,20,101,-20,101,105,98,100,-20,99
COc1ccc(NC(=S)NCCCN2CCN(C3CCCCC3)CC2)cc1,-1,100,9,103,-11,103,105,100,102,-70,102
CNC(=O)c1c(C)nc(SCC(=O)NCc2ccc(OC)cc2)c(C#N)c1-c1ccco1,0,100,-16,99,.,100,100,97,99,-13,98
O=S(=O)(c1ccc2c(c1)C(=NO)c1cc(S(=O)(=O)N3CCCCC3)ccc1-2)N1CCCCC1,0,98,13,99,.,102,101,99,102,-2,101
COc1ccc([N+](=O)[O-])cc1/C=N/NC(=O)/C(=C\c1cccs1)NC(=O)c1ccccc1,9,101,7,101,0,100,103,100,99,-14,97
Cc1cc(-c2n[nH]c(=S)n2-c2ccccc2C)cs1,-10,96,27,103,.,100,100,97,101,-24,100
Cc1ccc(C(=O)O/N=C/c2ccc3c(c2)OCO3)cc1,22,106,12,95,-9,97,98,97,95,-1,94
CC(C)CC(=O)NC(=S)Nc1ccc(S(=O)(=O)N2CCN(C)CC2)cc1,-3,105,4,100,-29,103,106,101,103,-37,102
CCN(CC)C(=O)CSc1nnc(-c2ccccc2)n1-c1ccccc1,-3,96,-5,101,-9,102,104,102,103,-10,103
CCOc1ccc(NS(=O)(=O)c2cc(NC(=O)CCC(=O)c3cccs3)ccc2Cl)cc1,1,99,15,104,-6,98,95,93,94,-35,95
O=C(NC(=S)NC1CCSC1=O)c1ccccc1Cl (stereo not given),-4,109,-5,107,.,110,113,109,111,-17,114
O=C(Nc1ccc(F)cc1)Nc1nnc(-c2ccccc2)o1,0,92,-20,100,3,94,92,94,95,8,97
CCOc1ccc2nc(/N=C/c3nc(-c4ccccc4)oc3O)sc2c1,-9,103,22,96,-5,101,105,98,101,-14,97
C=CCn1c(SCCOc2ccccc2)nnc1C(C)NC(=O)c1ccccc1 (stereo not given),0,101,19,95,-10,103,98,99,101,0,98
CN(c1ccc(C(=O)N2CCCCC2)cc1)S(C)(=O)=O,0,104,-6,98,.,105,104,101,101,-15,101
Cc1cc([N+](=O)[O-])nn1CCCC(=O)Nc1sc2c(c1C(N)=O)CCCC2,-10,75,1,101,-11,102,103,99,101,-8,101

(list continues)
smiles,Bim-Mcl-1,RGS8-Gao,Mcl1 Noxa PPI,Rab7 wt modul,Pf gamet viab,Cdc42 wt GTP,Rac1 wt GTP bind,Rac1 mut GTP,HRas wt GTP,Mcl1-Bid inh,Rab2A wt mod
CC1CCN(S(=O)(=O)c2ccc3c(c2)CCN3C(=O)CCC(=O)O)CC1,1,101,-26,106,0,104,103,100,103,-28,101
N#CCC(=O)NNC(=S)Nc1ccccc1C(F)(F)F,1,104,-16,98,4,98,99,98,99,-92,98
C(=N\N1CCN(C2c3ccccc3-c3ccccc32)CC1)/c1cccnc1,1,99,13,93,-26,93,93,92,93,-15,95
CC(NC(=O)Nc1ccccc1C(F)(F)F)C1CCCO1 (stereo not given),-2,95,3,99,-9,107,103,100,105,1,102
Cc1nc2c3ccccc3nc(NNC(=O)CCC(=O)NCCC(C)C)n2n1,2,101,2,99,-5,96,98,99,98,-5,100
CN1CCN(NC(=O)c2cn(-c3ccccc3)nc2-c2cccs2)CC1,-2,111,27,95,-17,94,101,96,97,5,95
COC(=O)c1ccccc1OCC(=O)N1CCN(c2ccc(OC)cc2)CC1,0,104,0,96,.,98,96,95,98,-114,96
COC(=O)c1nnn(-c2nonc2N)c1COc1ccc(C=O)cc1OC,-1,101,4,92,5,98,97,94,95,-22,96
